GPR151 ag – activators of human GPR151, primary screen, cell-based, PathHunter beta-arrestin, luminescence; G-protein coupled receptor 151 (Homo sapiens), Q8TDV0; PathHunter beta-arrestin GPR151 cells; activation, % at 11.2 µM; hit rate 1% among 650,000; AID 1508602, 2020; in the data active = activation above about 4.9%;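 also: 0% = median of compound wells and 100% = cells with positive control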
FBW7 act – FBW7 E3 ligase activators, primary screen, biochemical, AlphaScreen, human | F-box/WD repeat-containing protein 7 (Homo sapiens), Q969H0 | AlphaScreen FBW7–phospho-cyclin E peptide binding, activator screen | normalized activity (activation), % at 26.1 µM | hit rate 0.13% among 650,000; in the data active = normalized activity above about 1.9%;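 also: purified mutant Fbw7 with reduced substrate affinity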
Target sequence (Q969H0 whole entry, looked up): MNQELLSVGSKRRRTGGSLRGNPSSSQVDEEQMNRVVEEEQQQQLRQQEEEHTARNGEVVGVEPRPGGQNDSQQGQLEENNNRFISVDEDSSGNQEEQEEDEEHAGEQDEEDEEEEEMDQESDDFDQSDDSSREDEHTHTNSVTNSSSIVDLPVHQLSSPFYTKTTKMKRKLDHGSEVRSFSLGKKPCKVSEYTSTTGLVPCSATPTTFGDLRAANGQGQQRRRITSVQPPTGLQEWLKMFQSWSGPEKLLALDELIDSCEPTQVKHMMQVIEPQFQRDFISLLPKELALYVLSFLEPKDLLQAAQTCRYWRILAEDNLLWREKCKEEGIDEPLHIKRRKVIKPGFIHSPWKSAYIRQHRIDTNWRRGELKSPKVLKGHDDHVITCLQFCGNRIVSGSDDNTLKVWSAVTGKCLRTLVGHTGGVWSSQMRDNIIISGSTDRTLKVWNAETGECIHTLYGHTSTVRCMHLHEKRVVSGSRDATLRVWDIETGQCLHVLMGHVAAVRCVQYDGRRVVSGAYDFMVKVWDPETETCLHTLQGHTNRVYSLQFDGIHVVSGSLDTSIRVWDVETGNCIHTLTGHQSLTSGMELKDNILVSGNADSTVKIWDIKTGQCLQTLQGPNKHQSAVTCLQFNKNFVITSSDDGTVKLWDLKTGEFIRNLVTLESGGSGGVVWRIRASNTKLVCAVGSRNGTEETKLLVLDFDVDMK
TEAD-YAP inh – TEAD-YAP interaction inhibition, primary screen, TEAD-YAP interaction inhibitor project, luminescence, HEK-TIYL cells. hit rate 1.4% among 640,000. inhibition, % at 9.12 µM. TEAD-Gal4/YAP UAS-luciferase luminescence; in the data active = inhibition above about 32%;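 also: 0% = median of test compound wells and 100% = reference inhibitor wells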
MITF primary – MITF inhibitors, primary screen, biochemical, AlphaScreen, human; AlphaScreen MITF homodimerization, bead proximity signal; Microphthalmia-associated transcription factor (Homo sapiens), O75030; inhibition, % at 2.6 µM; hit rate 0.91% among 650,000; in the data active = inhibition above about 50%;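 also: 0% = vehicle wells with protein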
Starred values were filed as active, the others as inactive; nt = not tested or not shown.

Second line of a record: GPR151 ag	MITF primary	TEAD-YAP inh	FBW7 act
O=C1NN(c2ccc(Br)cc2)C(=O)/C1=C\c1ccc(O)c(O)c1
→ 1.0	-7	4	-0.1
Nc1ncn(-c2ccc(I)cc2)c1C(=O)c1ccccc1
→ -0.4	22	7	0.4
COc1cc(C2C=C(c3ccc(Cl)cc3)Nc3nnnn32)ccc1OC(F)F (stereo unspecified)
→ 0.4	0	2	-0.1
COc1ccc(OC)c(/C=N/NC(=O)CCc2n[nH]c(=O)[nH]c2=O)c1
→ 0.6	-2	3	0.0
COc1ccc(CC2(CCC(=O)NCCc3ccccc3OC)CCC(=O)N2)c(F)c1 (stereo unspecified)
→ 0.0	-8	4	-0.1
COc1ccc(C2C(C(=O)c3cccs3)=C(O)C(=O)N2CCN2CCOCC2)cc1 (stereo unspecified)
→ -1.3	6	-5	0.5
CCc1ccc(C(=O)Oc2cccnc2)cc1
→ -0.9	2	-1	0.1
CC(C)NC(=O)NC(=O)CN(Cc1ccco1)S(=O)(=O)c1cccc(Cl)c1
→ 2.1	-14	-5	0.1
O=c1c2ccccc2c(-c2ccccc2)nn1-c1ccc(Cl)c(Cl)c1
→ -0.1	1	3	-0.1
CCCOC(=O)c1ccc(NC(=S)NC(=O)c2ccccc2)cc1
→ 4.3	10	-2	-0.1
CCCCOc1ccc(-c2csc(-c3cc4cccc(OC)c4oc3=O)n2)cc1
→ 2.4	2	-3	-0.2
O=C(/C=C/Nc1cccc([N+](=O)[O-])c1)c1ccccc1
→ -1.1	-1	-42	0.0
CC1CN(C(=O)N2CCC(C(=O)NC(C)c3ccccc3)CC2)c2cc(Cl)ccc2O1 (stereo unspecified)
→ -2.5	-5	0	-0.2
O=C(CSc1nc2ccccc2c(=O)n1CCCN1CCN(c2cccc(Cl)c2)CC1)c1ccccc1
→ 0.0	-2	11	-0.1
Cc1nc2ccccc2n1CC(=O)NCCN1CCCC1
→ 2.0	2	2	0.1
O=C(NCc1nnc2n1CCN(Cc1ccc(C(F)(F)F)cc1)CC2)C1CCOC1 (stereo unspecified)
→ 0.4	3	-2	0.2
Cc1nc(SCC(=O)N2CCc3ccccc32)nc(C)c1C
→ -1.3	-8	-29	-0.1
O=C1C2C3C=CC(C3=C3CCCC3)C2C(=O)N1Cc1ccccc1 (stereo unspecified)
→ 0.4	0	9	-0.1
CC1=C(C(=O)OCCOc2ccccc2)C(c2cccc(I)c2)NC(=O)N1 (stereo unspecified)
→ 0.2	18	-17	0.1
COc1ccc(C)cc1NC(=O)C(=O)N/N=C(\C)CC(=O)Nc1ccc(Cl)cc1C
→ 0.3	1	4	-0.1
O=C(Nc1nc2ccccc2[nH]1)c1ccccc1F
→ -9.2	3	89*	0.1
CCCNC(=O)c1ccc([N+](=O)[O-])c(C)c1
→ 2.8	3	13	0.1
CC1(C)CC(=O)C(C(c2ccccc2OCc2ccccc2)C2C(=O)CC(C)(C)CC2=O)C(=O)C1
→ 1.8	3	4	0.1
COc1cccc2cc(C(=O)N3CCCC3)c(=O)oc12
→ -0.4	14	10	1.1
CCn1c(-c2ccc(F)cc2)cnc1SCC(=O)N1CCCC(C)C1 (stereo unspecified)
→ -0.4	9	-28	0.1
Cc1ccc(-c2csc3nnc(SCC(=O)NCc4ccco4)n23)cc1
→ -0.7	15	7	0.5
CC(C)(C)OC(=O)COC(=O)c1ccc(S(=O)(=O)N2CCCC2)cc1
→ 0.4	-4	-2	0.0
CCCc1nn2c(N)c(C=C3C=CC(=O)C=C3)c(=O)nc2s1
→ -1.1	-6	5	-0.1
NC(=O)C1CC(=O)N(c2ccc3c(c2)OCCO3)C1 (stereo unspecified)
→ 2.0	11	3	0.0
CCN(CC)c1nc(-c2cccnc2)nc2ccccc12
→ 1.9	-7	9	0.1

6 entries picked at random from the list so far, as already listed:
Second line of a record: GPR151 ag	MITF primary	TEAD-YAP inh	FBW7 act
CCc1ccc(C(=O)Oc2cccnc2)cc1
→ -0.9	2	-1	0.1
COc1ccc(OC)c(/C=N/NC(=O)CCc2n[nH]c(=O)[nH]c2=O)c1
→ 0.6	-2	3	0.0
CCCCOc1ccc(-c2csc(-c3cc4cccc(OC)c4oc3=O)n2)cc1
→ 2.4	2	-3	-0.2
Nc1ncn(-c2ccc(I)cc2)c1C(=O)c1ccccc1
→ -0.4	22	7	0.4
O=C(CSc1nc2ccccc2c(=O)n1CCCN1CCN(c2cccc(Cl)c2)CC1)c1ccccc1
→ 0.0	-2	11	-0.1
O=C1C2C3C=CC(C3=C3CCCC3)C2C(=O)N1Cc1ccccc1 (stereo unspecified)
→ 0.4	0	9	-0.1

Later entries:
Second line of a record: GPR151 ag	MITF primary	TEAD-YAP inh	FBW7 act
CCc1[nH]nc2c1C(c1ccc(-c3ccc(F)cc3)o1)C(C#N)=C(N)O2 (stereo unspecified)
→ 0.6	8	-7	-0.4
Cn1c(=O)c2c([nH]c(=O)n2Cc2cccc3ccccc23)n(C)c1=O
→ -0.1	19	14	0.1
CCC(Oc1ccc2c(=O)c(-c3ccccc3OC)coc2c1)C(=O)OCc1ccccc1 (stereo unspecified)
→ -1.7	11	2	0.0
CCOc1ccccc1C1C(C#N)=C(SC)NC(=O)C1C(=O)OC (stereo unspecified)
→ 0.2	2	5	-0.1
O=C1CN=C(Nc2ccccc2Cl)N1Cc1ccc(F)cc1
→ 2.2	-1	3	-0.3
CCc1ccc(Cn2nnc(C(=O)Nc3cccc(C)c3)c2N)cc1
→ -0.2	15	2	0.0
O=C(NNS(=O)(=O)c1ccc2ccccc2c1)c1ccccc1Cl
→ 0.7	6	1	-0.1
CCOC(=O)c1c(NC(=O)CN(CC)C2CCCCC2)sc2c1CCCC2
→ -0.5	0	-3	0.0
Cc1ccc(CSc2nnc3c(n2)OC(c2sccc2C)Nc2ccccc2-3)cc1 (stereo unspecified)
→ 1.6	15	-2	0.1
CC(C)CC1NC(=S)N(c2ccccc2)C1=O (stereo unspecified)
→ 0.4	-13	7	0.1
O=C(CCn1c(=O)c2cccn2c2cccnc21)N1CCN(C2CCCCC2)CC1
→ -0.6	5	-3	-0.1
COc1cccc(C(CC(=O)O)NC(=O)c2ccccc2)c1 (stereo unspecified)
→ -1.7	9	4	0.0
O=C(/C=C/c1ccccc1)Nc1nnc(SCC(=O)N2CCCC2)s1
→ 0.4	-6	-8	-0.1
CC1CC(OCC(O)CN2CCN(c3ccccn3)CC2)CC(C)(C)C1 (stereo unspecified)
→ 0.2	-5	12	-0.1
O=c1c2c3c(sc2nc2sc(CN4CCOCC4)cn12)CCCC3
→ 1.3	-1	-3	-0.4
CC1CCN(C(=O)CSc2ncnc3ccccc23)CC1
→ 0.0	8	-55	-0.1
COc1ccc(/C=C2/C(=O)N(c3ccccc3)N=C2C)cc1
→ -1.5	4	-13	0.2
CCOC(=O)C1CCN(S(=O)(=O)c2ccc(Br)cc2)CC1
→ 1.2	-6	0	0.0
C=CCN1C(=O)/C(=C\c2cc(C)n(-c3ccccc3F)c2C)C(C(=O)OC)=C1C
→ -0.6	1	36*	0.1
Cc1ccc2c(c1)-c1c(cnn1CC(=O)NC1CCCCC1C)CO2 (stereo unspecified)
→ 0.0	-9	-8	0.2
Cc1onc(-c2ccccc2Cl)c1C(=O)N1CCC(Cn2ccnc2C)CC1
→ -0.4	4	0	0.5
CCSCCOC(=O)C1=C(C)NC2=C(C(=O)CCC2)C1c1ccc(OCCO)c(OC)c1 (stereo unspecified)
→ 1.3	10	11	0.2
COc1ccc(NC(=O)c2ccc(S(=O)(=O)N3CCCCC3)cc2)c([N+](=O)[O-])c1
→ 0.5	5	-5	-0.1
Clc1cccc(CSc2nnc3ccc(-c4ccccn4)nn23)c1
→ -0.7	8	13	0.3
CCOC(=O)C(C)n1cnc2c(nnn2-c2ccc(F)cc2)c1=O (stereo unspecified)
→ -2.3	-1	-9	0.1
O=C(Cc1cccc2ccccc12)Nc1nnc(-c2cc(Cl)ccc2Cl)o1
→ 1.7	13	1	0.0
COc1cccc(C(=O)NCc2nnc(SCC(=O)N3N=C(c4cccs4)CC3c3ccc(C)cc3)n2-c2ccccc2)c1 (stereo unspecified)
→ 0.6	-12	7	-0.1
Cc1cc(C)n(CCC(=O)N2CCC(c3[nH]ncc3-c3ccncc3)CC2)n1
→ -1.5	-1	-2	0.0
Cc1cc(C(=O)Nn2cnc3ccccc3c2=O)ccc1[N+](=O)[O-]
→ -1.7	-2	1	0.0
Cc1cccc(-n2[nH]nnc2=S)c1C
→ -1.6	5	-2	0.0

Further structures.
Second line of a record: GPR151 ag	MITF primary	TEAD-YAP inh	FBW7 act
O=C(Nc1cccc(Cl)c1)c1cc2nc(-c3ccccc3)cc(-c3ccccc3)n2n1
→ -0.6	1	5	-0.1
COCCNc1ccnc2c(-c3ccoc3)cnn12
→ 0.4	-18	-5	0.1
CCOc1ccc(NC(=O)CNC(=O)c2nn(-c3ccc(OC)cc3OC)c(=O)c3ccccc23)cc1
→ 0.8	-5	-2	0.0
O=C(Cn1c(=O)sc2ccccc21)N1CCCC1
→ 1.1	4	1	0.1
COc1cccc2c1OC1(C)C(C(=O)Nc3ccc(Cl)cc3)C2NC(=S)N1c1cccc(C)c1 (stereo unspecified)
→ -0.7	28	4	-0.2
Cn1c(N)c(C(=O)COC(=O)c2cc(Cl)cc(Cl)c2N)c(=O)n(C)c1=O
→ -0.1	5	13	0.1
Cc1ccccc1C(=O)NC(=S)Nc1sc2c(c1C(N)=O)CCC2
→ 0.7	22	-10	0.8
O=C(CCC(=O)c1ccc(F)cc1)NNC(=O)c1cc(-c2ccccc2)n[nH]1
→ 2.1	-3	-2	0.0
CCOc1cc(CN2CCN(S(=O)(=O)c3ccccc3)CC2)ccc1OC
→ 0.7	37	0	-0.2
CCCCC/C=C\C/C=C\C[C@H](O)/C=C/C=C\CCCC(=O)O
→ -1.0	5	nt	nt
Cc1oc2cc(OCC(=O)C3CCOC(C)(C)C3)ccc2c(=O)c1Oc1ccccc1 (stereo unspecified)
→ -1.2	11	6	0.3
CCOc1cccc(OCCN2CCOCC2)c1
→ 3.0	25	-14	0.0
CC(C)CCN1CCc2nnc(CCNC(=O)c3ccoc3)n2CC1
→ 3.5	-15	0	0.0
CCN1CCN(S(=O)(=O)c2ccc(OC)c(Cl)c2Cl)CC1
→ 0.2	-3	0	-0.1
CSc1nc2c(sc(=S)n2-c2ccccc2C)c(=O)n1-c1ccccc1
→ -0.1	6	2	-0.1
Nc1nc(SCC(=O)NC(c2ccccc2)c2ccccc2)n[nH]1
→ -1.4	13	-5	0.1
COc1cc(OC)cc(N2C(=O)CC(NCCc3ccc(Cl)cc3)C2=O)c1 (stereo unspecified)
→ 0.9	5	3	0.1
O=[N+]([O-])c1ccc(Cl)c(S(=O)(=O)NCc2ccco2)c1
→ -0.9	5	-10	-0.1
OCc1nnn(-c2nc(N3CCOCC3)nc(N3CCOCC3)n2)c1CO
→ -0.1	12	1	0.1
O=C(CSc1ccc(-c2ccccc2)nn1)Nc1nccs1
→ -1.1	-23	-12	0.0
COc1nc(Nc2ccc(N3CCOCC3)cc2)nc(-c2csc3ccccc23)n1
→ -1.7	14	7	0.3
CC1CCc2c(sc(NC(=O)c3cc(-n4cnnc4)ccc3Cl)c2C#N)C1 (stereo unspecified)
→ 2.4	1	3	0.0
COC(=O)C(CCSC)NC(=O)c1cc2c(-c3ccccc3F)nn(C)c2s1 (stereo unspecified)
→ -0.6	3	0	-0.3
Cc1nc2cc(C(=O)NC3(c4ccc5c(c4)OCO5)CCCC3)ccc2s1
→ 0.1	12	-12	-0.1
O=C(Nc1ccc(C(=O)N2CCOCC2)cc1)Nc1ccc2snnc2c1
→ 0.0	10	3	0.0
COc1ccc(C(=O)NC(C)C23CC4CC(CC(C4)C2)C3)cc1 (stereo unspecified)
→ 0.4	2	8	-0.1
Cc1c(C(=O)NCCCN2CCCC2=O)oc2ccc3c(c12)C(=O)CC1(CCCC1)O3
→ -0.3	2	-1	0.0
O=C(NN=C1CCCC1)c1ccccc1
→ -2.2	10	-49	0.0
CCOc1ccc(C(=O)NC(=S)NCCCN2CCOCC2)cc1
→ -1.0	-13	13	0.2
CC(C)(C)c1ccc(OCCCC(=O)NCCc2ccc(S(N)(=O)=O)cc2)cc1
→ 1.8	14	11	0.2

Next records:
Second line of a record: GPR151 ag	MITF primary	TEAD-YAP inh	FBW7 act
FC(F)(F)c1ccc(Cn2cnc3c(NC4CCN(Cc5ccccc5)CC4)nc(Nc4ccccc4)nc32)cc1
→ -1.1	16	4	-0.1
Cc1nc2ncnn2c(Nc2ccccc2Cl)c1C
→ -0.6	1	9	-0.1
COc1cc(C2=N/C(=C\c3cccs3)C(=O)O2)cc(OC)c1OC
→ -1.3	7	11	0.2
COc1cc(Nc2cc(C)nc(NC3CCC(O)CC3)n2)cc(OC)c1OC (stereo unspecified)
→ -0.5	2	-11	-0.1
Cc1ccc2oc(=O)c3cc(C(=O)NCCN(C)C)sc3c2c1
→ -0.7	-17	-14	0.1
COCCN1C(=O)CN(C2CCCCC2)C(=O)C1c1ccc(OC)c(OC)c1 (stereo unspecified)
→ -0.4	-2	-2	-0.1
NC(=O)COc1ccc(-c2noc(COc3ccccc3[N+](=O)[O-])n2)cc1
→ -0.8	3	-21	-0.2
CN1CCN(/N=C/c2ccc(C(=O)O)cc2)CC1
→ 1.1	0	-4	-0.3
COc1ccccc1C(=O)Nc1ccc(C)c(Cl)c1
→ 0.2	1	0	-0.1
